# Source: PubChem BioAssay
# S1P2 blocker = S1P2 (human) receptor antagonism. O95136. cell-based S1P2 antagonist assay, inhibition at 5 uM. AID 736. inhibition, % at 5 µM. 0.21% of 97,000 active; in the data active = inhibition above about 45%;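 also: CRE beta-lactamase reporter cells expressing human S1P2 stimulated with S1P; 0% = agonist at EC80 alone and 100% = agonist plus reference antagonist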
# DAT uptake mod = modulates human dopamine transporter uptake under cocaine | 1.3% of 110,000 active | AID 449768 | LLC-PK1 hDAT cells, [14C]-dopamine uptake with cocaine IC80; actives deviate in either direction | B-score at 10 µM | Q01959;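 active = Z score or B-score, a plate-position-corrected score, falls beyond the plate's 99.7% confidence bounds, in either direction; inactive = both scores lie inside the 99.7% bounds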;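 also: scored against the spread of the other compound wells on the same plate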
# Target sequence (Q01959 whole entry, looked up): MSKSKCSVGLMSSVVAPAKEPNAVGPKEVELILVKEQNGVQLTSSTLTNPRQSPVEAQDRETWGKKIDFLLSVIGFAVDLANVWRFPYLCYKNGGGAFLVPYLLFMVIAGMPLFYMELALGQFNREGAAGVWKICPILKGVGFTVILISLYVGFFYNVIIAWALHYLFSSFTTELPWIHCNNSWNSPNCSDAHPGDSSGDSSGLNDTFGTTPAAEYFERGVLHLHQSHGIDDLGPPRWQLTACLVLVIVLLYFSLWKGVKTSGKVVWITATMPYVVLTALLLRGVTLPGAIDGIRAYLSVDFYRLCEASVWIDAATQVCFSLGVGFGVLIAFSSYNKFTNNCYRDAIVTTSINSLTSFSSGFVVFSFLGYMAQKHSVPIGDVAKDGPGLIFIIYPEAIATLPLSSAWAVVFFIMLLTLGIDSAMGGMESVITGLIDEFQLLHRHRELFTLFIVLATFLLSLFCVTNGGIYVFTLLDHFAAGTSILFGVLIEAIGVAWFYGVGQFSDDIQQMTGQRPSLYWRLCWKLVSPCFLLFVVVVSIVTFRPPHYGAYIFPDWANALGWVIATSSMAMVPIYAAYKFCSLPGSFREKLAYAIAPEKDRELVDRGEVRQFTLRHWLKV
# CYP2C19 inhib = blocks human cytochrome P450 2C19; inhibition, % at 5 µM; P33261; AID 778; CYP2C19 Supersomes, luciferin-H EGE luminescence, 30 min; 21% of 96,000 active;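 active = CYP2C19 inhibition above a set limit at 5 µM in the primary screen, cut at about 50% in these data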;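 also: plate controls were negative control wells for no effect and 2.5 mM tranylcypromine positive control for full effect; values of inactives mirror those of a sister screen read the other way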
# CYP2C19 act = increases human CYP2C19 enzyme activity; P33261; recombinant CYP2C19, luciferin-H EGE luminescence; stronger effect = higher value; 0 = fully inhibited enzyme, 1 = untreated enzyme; activation factor at 5 µM; 96,000 tested, under 10 active; AID 1025;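 active = activation factor of at least 2 at 5 µM in the primary screen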;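 also: 0 = wells with 2.5 mM tranylcypromine and 1 = vehicle-only wells; values of inactives mirror those of a sister screen read the other way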
# PostGolgi yeast = growth inhibition of a yeast mutant, post-Golgi transport screen | post-Golgi transport phenotypic cell assay | inhibition, % at 10 µM | 0.9% of 98,000 active;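 also: yeast cells grown in 1536-well plates; yeast grown about 18 h at 30C before absorbance read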
# S1P2 agonist = agonists of human S1P2 receptor; O95136; S1P2-expressing cell line, agonist reporter read-out; activation, % at 4.5 µM; 0.46% of 97,000 active; AID 729; in the data active = activation above about 16%;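 also: 0% = vehicle low control and 100% = maximal reference agonist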
# PostGolgi ctrl = growth of the yeast control strain, post-Golgi counter-screen | efflux-deficient yeast background strain, growth absorbance A615, 16 h | inhibition, % at 10 µM | 5% of 98,000 active | AID 738
# sEH inh = blocks human soluble epoxide hydrolase activity; P34913; recombinant human sEH enzymatic activity assay; inhibition, % at 2 µM; 0.34% of 91,000 active; in the data active = inhibition above about 80%; also: values of inactives mirror those of a sister screen read the other way; many of its hits are not listed in these tables
# sEH act = activators of human soluble epoxide hydrolase; 0.04% of 91,000 active; purified human sEH enzymatic activity, activator screen; activation, % at 2 µM; in the data active = activation above about 37%; also: values of inactives mirror those of a sister screen read the other way
# * hit, by the source's call; . = not tested or not shown. Rule as the data show it, unless noted: active = inhibition above about 30%; inactive = the rest.
# The first 15 entries, to show the layout:
SMILES,S1P2 blocker,DAT uptake mod,CYP2C19 inhib,CYP2C19 act,PostGolgi yeast,S1P2 agonist,PostGolgi ctrl,sEH inh,sEH act
CCCn1c(SCC(=O)Nc2sc(C)c(C)c2C(=O)OCC)nc2c1c(=O)n(C)c(=O)n2C,26,0.3,-3,1,-7,-7,3,0,0
CCOCCCn1c(=NC(=O)c2ccc(OC)c(OC)c2)c(C#N)cc2c(=O)n3cccc(C)c3nc21,-6,.,4,1,-2,-7,7,-9,9
Cc1ccc(/C=N/NC(=O)Cc2c[nH]c3ccccc23)c(C)c1,21,.,10,0.9,1,-5,9,41,-41
COc1ccc(OCCn2c(NC(=O)c3ccco3)nc3ccccc32)cc1,.,-0.11,2,1,-3,.,17,.,.
N#Cc1sc2nc(-c3ccccc3)cc(-c3ccco3)c2c1N,41,-0.67,-6,1.1,20,-17,19,-3,5
CCSc1nnc(NC(=O)CC)s1,-8,-1.2,1,1,-4,-6,3,-1,4
CC(=O)c1c(C)[nH]c(C(=O)Nc2ccc(C)cn2)c1C,20,-0.34,33,0.7,-1,-11,3,0,1
CCOC(=O)c1ccc(COC(=O)CCc2nc(-c3ccccc3)c(-c3ccccc3)o2)cc1,-47,0.18,34,0.7,-11,0,12,-4,5
CN(C)S(=O)(=O)c1ccc(C(=O)OCn2nnc3ccccc3c2=O)cc1,18,0.46,5,1,58*,-6,28,-17,15
O=C(c1ccc(COc2ccccc2[N+](=O)[O-])o1)N1CCCCC1,-7,2.2,26,0.7,-2,-6,7,1,0
CCOC(=O)c1oc2ccccc2c1NC(=O)COc1ccc(F)cc1,9,.,8,0.9,-1,1,9,-5,3
c1ccc(N=P(c2nc3ccccc3o2)(N2CCOCC2)N2CCOCC2)cc1,2,0.56,-6,1.1,-6,-5,-6,0,0
O=C(Nc1ccccc1-c1nc2ccccc2s1)c1cccnc1Cl,0,0.55,1,1,2,-3,19,-6,7
O=C(Nc1ccccc1N1CCOCC1)c1cc(-c2ccco2)nc2ccccc12,-38,1.3,18,0.8,1,4,15,2,0
O=C(NCCO)c1ccc(Cl)c(Cl)c1,.,-0.012,-17,1.2,4,.,7,.,.

# Results, from the first entry:
SMILES,S1P2 blocker,DAT uptake mod,CYP2C19 inhib,CYP2C19 act,PostGolgi yeast,S1P2 agonist,PostGolgi ctrl,sEH inh,sEH act
CCCn1c(SCC(=O)Nc2sc(C)c(C)c2C(=O)OCC)nc2c1c(=O)n(C)c(=O)n2C,26,0.3,-3,1,-7,-7,3,0,0
CCOCCCn1c(=NC(=O)c2ccc(OC)c(OC)c2)c(C#N)cc2c(=O)n3cccc(C)c3nc21,-6,.,4,1,-2,-7,7,-9,9
Cc1ccc(/C=N/NC(=O)Cc2c[nH]c3ccccc23)c(C)c1,21,.,10,0.9,1,-5,9,41,-41
COc1ccc(OCCn2c(NC(=O)c3ccco3)nc3ccccc32)cc1,.,-0.11,2,1,-3,.,17,.,.
N#Cc1sc2nc(-c3ccccc3)cc(-c3ccco3)c2c1N,41,-0.67,-6,1.1,20,-17,19,-3,5
CCSc1nnc(NC(=O)CC)s1,-8,-1.2,1,1,-4,-6,3,-1,4
CC(=O)c1c(C)[nH]c(C(=O)Nc2ccc(C)cn2)c1C,20,-0.34,33,0.7,-1,-11,3,0,1
CCOC(=O)c1ccc(COC(=O)CCc2nc(-c3ccccc3)c(-c3ccccc3)o2)cc1,-47,0.18,34,0.7,-11,0,12,-4,5
CN(C)S(=O)(=O)c1ccc(C(=O)OCn2nnc3ccccc3c2=O)cc1,18,0.46,5,1,58*,-6,28,-17,15
O=C(c1ccc(COc2ccccc2[N+](=O)[O-])o1)N1CCCCC1,-7,2.2,26,0.7,-2,-6,7,1,0
CCOC(=O)c1oc2ccccc2c1NC(=O)COc1ccc(F)cc1,9,.,8,0.9,-1,1,9,-5,3
c1ccc(N=P(c2nc3ccccc3o2)(N2CCOCC2)N2CCOCC2)cc1,2,0.56,-6,1.1,-6,-5,-6,0,0
O=C(Nc1ccccc1-c1nc2ccccc2s1)c1cccnc1Cl,0,0.55,1,1,2,-3,19,-6,7
O=C(Nc1ccccc1N1CCOCC1)c1cc(-c2ccco2)nc2ccccc12,-38,1.3,18,0.8,1,4,15,2,0
O=C(NCCO)c1ccc(Cl)c(Cl)c1,.,-0.012,-17,1.2,4,.,7,.,.
O=c1cnnc(NCc2ccccc2)[nH]1,12,-0.019,-15,1.1,-1,-2,10,2,-2
COc1cccc(C2CC(c3ccccc3)n3ncnc3N2)c1 (centres undefined),9,0.0071,51*,0.5,-1,-3,-3,3,-3
Cc1ccc(-n2c(=O)c3c4c(sc3n3c(C)nnc23)COC(C(C)C)C4)cc1 (centres undefined),3,1.1,.,.,.,-7,.,10,-10
COc1ccc(-c2nc(CN3CCC(C(=O)N4CCc5ccccc54)CC3)c(C)o2)cc1OC,17,1.1,13,0.9,0,-7,11,.,.
O=C(Nc1ccc(Cl)cc1)C1C2CCC3C(CCC21)C3(Cl)Cl (centres undefined),-2,-0.22,26,0.7,4,1,-3,24,-25
Cc1ccnc(SCCn2c(N3CCCCC3)nc3c2c(=O)n(C)c(=O)n3C)n1,19,0.57,21,0.8,.,-6,.,6,-8
Cc1cc(C)n(CC(O)Cn2c3ccc(Cl)cc3c3cc(Cl)ccc32)c(=O)n1 (centres undefined),-12,0.46,58*,0.4,99*,-3,99*,0,-1
O=C(/C=C/c1cc2c(cc1Br)OCO2)NCc1ccc(Cl)cc1,13,0.15,-11,1.1,-8,-6,9,86*,-86
COc1ccc(NC(=O)C(CCSC)N2C(=O)c3ccccc3C2=O)cc1 (centres undefined),18,1.5,-38,1.4,1,-7,4,2,-5
COc1ccc(CCNc2oc(COc3ccccc3F)nc2C#N)cc1,4,-0.51,94*,0.1,2,-7,16,2,-3
# Continued.
SMILES,S1P2 blocker,DAT uptake mod,CYP2C19 inhib,CYP2C19 act,PostGolgi yeast,S1P2 agonist,PostGolgi ctrl,sEH inh,sEH act
CC(C)c1cc(C(=O)O)n(-c2ccccc2)n1,5,-0.29,-11,1.1,0,-5,9,-10,4
Cc1ccc(Oc2nccc(-c3ccc(Cl)cc3)n2)cc1,21,0.3,53*,0.5,7,-3,5,-7,5
CC1=NC2(CCCc3c2no[n+]3[O-])N(O)C1(C)C (centres undefined),-10,-0.12,-18,1.2,-3,-8,5,-3,1
CCCn1c(N2CCN(Cc3cccc(C)c3)CC2)nc2c1c(=O)[nH]c(=O)n2C,-5,-0.21,90*,0.1,6,-4,-1,-1,0
N#CCc1ccc(NS(=O)(=O)c2ccc(N3CCCC3=O)cc2)cc1,.,-0.41,30,0.7,-17,.,7,.,.
CN1CCCCCC1=Nc1ccccc1C#N,-8,0.085,7,0.9,3,-8,-8,-2,2
Cc1ccc(-c2cc(C(=O)Nc3c(C)n(C)n(-c4ccccc4)c3=O)[nH]n2)c(O)c1,15,0.79,5,1,-15,0,2,-2,3
c1ccc2c(c1)nnn2-c1ncnc2sc3c(c12)CCCC3,15,-0.027,11,0.9,8,-2,16,-1,1
CSc1nc(-c2ccccc2)nn1S(=O)(=O)c1ccccc1,-10,0.14,.,.,.,1,.,-13,17
O/N=C1/CCSc2ccccc21,-3,-0.11,-3,1,1,0,1,-1,-2
N#Cc1c(N)nc2c(c1-c1ccncc1)CCCC2,-1,0.092,76*,0.2,10,-6,11,-8,7
COCCNC(=O)Cn1nc(C(F)(F)F)c(Br)c1C,.,-1.3,35,0.6,3,.,8,.,.
Cc1sc2nc(C(C)(C)C)oc(=O)c2c1C,6,0.25,29,0.7,-1,-7,3,-3,3
CCOC(=O)c1csc(NC(=O)c2cc(OC)c(OC)c(OC)c2)n1,-10,-0.64,21,0.8,-2,-9,7,-17,14
CN(c1ccc([N+](=O)[O-])cc1C(=O)Nc1ccccc1)C1CCCCC1,16,-0.47,20,0.8,5,-3,15,35,-34
CCOc1cc2[nH]c(=O)n(CCCN3CCCC3=O)c(=O)c2cc1OCC,-8,0.075,-4,1,-2,-7,9,2,-1
COC(=O)c1cc(-c2ccc(Br)cc2)on1,-9,.,-3,1,-16,3,2,.,.
c1cc2c3c(cccc3c1)C(N1CCCCCC1)=N2,-2,.,7,0.9,-7,-1,2,4,-5
Cc1cc(C)c(NC(=O)c2ccc(S(=O)(=O)N3CCOCC3)cc2)c(C)c1,5,1.8,-13,1.1,-3,-3,5,.,.
CSc1ccc(Cl)c(C(=O)NCc2ccco2)c1,4,-0.98,35,0.7,0,-9,5,16,-17
CCOC(=O)c1ccccc1NC(=O)c1ccc(N(C)S(C)(=O)=O)cc1,-11,-0.26,33,0.7,0,-7,9,11,-9
COc1ccc(CN2CCOCC2)cc1OC,-3,-1.1,5,0.9,-8,-2,-1,-7,9
COc1ccccc1C(c1nnnn1Cc1ccccc1)N1CCC(C(N)=O)CC1 (centres undefined),1,0.068,.,.,.,0,.,-12,14
CC(=O)Nc1ccccc1-c1nc2ccc(C(=O)N3CCN(c4cccc(C)c4)C(C)C3)cc2[nH]c1=O (centres undefined),3,-0.058,70*,0.3,2,-1,1,-5,2
c1ccc2c(c1)CC1(CCCC1)n1nnnc1-2,2,-0.12,29,0.7,3,-4,29,.,.
O=C(NC(=S)Nc1nc(-c2ccccc2)cs1)c1cncc(Br)c1,-2,-0.41,-18,1.2,-8,-8,10,9,-8
COc1ccc(NC(=O)Cn2nnc(C(=O)NCc3ccco3)c2N)c(OC)c1,-24,0.027,-2,1,-1,-4,2,-17,12
COCCCNC(=O)c1sc2ncnc(N3CCc4ccccc4C3)c2c1C,-21,-0.59,.,.,.,-5,.,8,-6
CC(CCc1ccccc1)NC(=O)C(Cc1ccccc1)NS(=O)(=O)c1cccs1 (centres undefined),2,-0.31,76*,0.2,-1,-7,20,-24,20
